K1F lysis inhibition: inhibition of K1F phage lysis, E. coli UTI89, bacterial capsule biogenesis inhibitors, alamar blue (AID 488966); E. coli UTI89 K1F phage lysis, alamar blue, 2 h; higher % means a stronger effect; inhibition, % at 100 µM; hits with a dose series show IC50 in µM; 340,000 tested, 0.02% active;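 active means phage lysis inhibition, versus mean bacterial control, above a set limit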;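 further: capsule biogenesis inhibitors block K1F phage lysis so surviving cells raise fluorescence; higher fluorescence means more inhibition of phage lysis; actives were called in the ten point dose series up to 300 µM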
P. falciparum M17LAP: P. falciparum M17LAP inhibitors, primary screen, biochemical, fluorogenic H-Leu-NHMec substrate, 1536-well (AID 1619); inhibition, % at 30 µM; hits with a dose series show IC50 in µM; 220,000 tested, 0.38% active; recombinant M17LAP, H-Leu-NHMec fluorogenic kinetic assay; higher % means a stronger effect;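 active means compound inhibiting the enzyme by more than half at any dose during confirmatory dose-response retesting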;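 further: plate controls were full reaction with DMSO carrier for no effect and no enzyme background for full effect; strong numbers were not always called active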
human PMI inhibitors: MPI inhibition at elevated mannose 6-phosphate – biochemical, fluorescence intensity, high mannose 6-phosphate, primary screen (AID 1220); recombinant PMI enzyme, coupled fluorescence intensity; higher % means a stronger effect; one-dose inhibition, % at 20 µM; IC50 in µM for titrated hits; 190,000 tested, 0.66% active
T cell modulator: T cell immune modulation candidate; 2C CD8+ T cell-vesicle binding, flow cytometry; hits give low values; calls only at 7 µM; 330,000 tested, 0.068% active; AID 2052;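 active means response, share of CD8 T cells binding vesicles, and their 90th percentile fluorescence all below set limits, cut at about 80% in these data, passing the limit was not always enough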
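Incubation: binding step 1.5 h, 37 °C, antibody labelling 20 min, ice; system: murine 2C transgenic CD8+ T lymphocytes; technique: cytometric PE anti-B7-1 and Alexa647 anti-CD8 signals after 1% paraformaldehyde fixation; also added: QL9-charged Drosophila Ld/ICAM-1/B7-1 vesicles; control set: naked versus QL9-loaded vesicles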
P. falciparum M1AAP: malaria alanyl aminopeptidase activity blockers – biochemical, fluorogenic H-Leu-NHMec substrate, 1536-well (AID 1445); recombinant M1AAP, H-Leu-NHMec fluorogenic kinetic assay; higher % means a stronger effect; inhibition, % at 30 µM; hits with a dose series show IC50 in µM; 220,000 tested, 0.42% active;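 active means primary inhibition above the hit cutoff, then over 50% inhibition at one or more dose response concentrations, cut at about 23% in these data, passing the limit was not always enough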;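 further: plate controls were DMSO full reaction for no effect and no enzyme background for full effect; strong numbers were not always called active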
RSV antiviral HEp-2: RSV antiviral activity via CPE protection, HEp-2 cells, primary 10 µM value included (AID 2391); HEp-2 cells, RSV-induced CPE inhibition; higher % means a stronger effect; CPE inhibition, % at 10 µM; hits with a dose series show IC50 in µM; 310,000 tested, 0.13% active; in the data active means a potency from the dose series; further: strong numbers were not always called active
TNAP activation fold: human TNAP enzyme activators, primary screen, biochemical, luminescent, no phosphate acceptor, uHTS (AID 1001). purified TNAP, luminescent activation assay, no phosphate acceptor; higher activation fold means a stronger effect. one-dose activation fold at 20 µM; EC50 in µM for titrated hits. 200,000 tested, 0.03% active; in the data active means activation fold from about 3, or a potency from the dose series; inactive means the rest, 99 in 100 with activation fold below about 1.6; further: many of its hits are not listed in these tables
human PMI inhibition: inhibitors of human PMI, primary screen, biochemical, fluorescence intensity, coupled assay (AID 1209); purified PMI enzyme, coupled fluorescence intensity; higher % means a stronger effect; 190,000 tested, 0.42% active; inhibition, % at 20 µM, or IC50 in µM where a hit was titrated;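 further: plate controls were DMSO vehicle for no effect and wells lacking substrate for full effect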
West Nile antiviral: West Nile virus antiviral activity, cell-based, CPE readout (AID 1621). West Nile virus-infected cells, CPE inhibition; higher % means a stronger effect. 290,000 tested, 0.02% active. CPE inhibition, % at 10 µM, or IC50 in µM where a hit was titrated; in the data active means a potency from the dose series; further: strong numbers were not always called active
T cell modulator vesicle-bound %: further read-out of T cell modulator, marked with its call; double positive events, %; measured here: CD8+ vesicle-bound cell fraction;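 binding gate set so that unloaded-vesicle control wells show 10% double positive cells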
The depositor's hits bear a star; i = inactive; · = not tested or not shown; [ ] = another dose, or the depositor's remark. Unless noted, no stated cut-off is given here; in the data, active means inhibition above about 50%; inactive means the rest.

A first look (8 entries):
SMILES	K1F lysis inhibition	P. falciparum M17LAP	human PMI inhibitors	T cell modulator	T cell modulator vesicle-bound %	P. falciparum M1AAP	RSV antiviral HEp-2	TNAP activation fold	human PMI inhibition	West Nile antiviral
Cn1c(C(=O)N2CCN(Cc3ccc4c(c3)OCO4)CC2)cc2c(=O)n(C)c3ccccc3c21	0.3%	1%	11%	i	47	10%	3.3%	1.2	4%	-0.1%
CC(NC(=O)NCCCn1ccnc1)(C(F)(F)F)C(F)(F)F	1.4%	3%	-6%	i	20	4%	0.6%	1.1	-12%	0.4%
Cc1ccc(C(=O)Nc2cc(=O)n(C)c(=O)n2C)cc1C	-0.2%	1%	13%	i	36	4%	0.7%	1.1	9%	0.5%
CC(C)(C)n1nnnc1CN1CCN(C2CCCC2)CC1	-0.5%[50 µM]	13%	7%	i	38	9%	1.1%	1.2	4%	-0.2%
O=C(N/N=C1\CCc2ccccc21)c1ccc(O)cc1	0.5%	8%	10%	i	14	12%	-1.8%	1	2%	-0.2%
O=C(Nc1ccnn1C1CCN(Cc2ccccc2F)CC1)C1CCCC1	1.6%[50 µM]	·	·	i	68	·	1.5%	·	·	-0.4%
O=C(c1cccs1)N1CCCC(N2CCN(c3ccc(F)cc3)CC2)C1 (stereo not drawn)	0.0%	·	·	i	6	·	0.2%	·	·	-0.4%
CCOc1ccc(NC(=O)Nc2nc3ccc(S(C)(=O)=O)cc3s2)cc1	1.8%[50 µM]	·	·	i	55	·	3.4%	·	·	2.0%

The whole of this part (from the top)
SMILES	K1F lysis inhibition	P. falciparum M17LAP	human PMI inhibitors	T cell modulator	T cell modulator vesicle-bound %	P. falciparum M1AAP	RSV antiviral HEp-2	TNAP activation fold	human PMI inhibition	West Nile antiviral
Cn1c(C(=O)N2CCN(Cc3ccc4c(c3)OCO4)CC2)cc2c(=O)n(C)c3ccccc3c21	0.3%	1%	11%	i	47	10%	3.3%	1.2	4%	-0.1%
CC(NC(=O)NCCCn1ccnc1)(C(F)(F)F)C(F)(F)F	1.4%	3%	-6%	i	20	4%	0.6%	1.1	-12%	0.4%
Cc1ccc(C(=O)Nc2cc(=O)n(C)c(=O)n2C)cc1C	-0.2%	1%	13%	i	36	4%	0.7%	1.1	9%	0.5%
CC(C)(C)n1nnnc1CN1CCN(C2CCCC2)CC1	-0.5%[50 µM]	13%	7%	i	38	9%	1.1%	1.2	4%	-0.2%
O=C(N/N=C1\CCc2ccccc21)c1ccc(O)cc1	0.5%	8%	10%	i	14	12%	-1.8%	1	2%	-0.2%
O=C(Nc1ccnn1C1CCN(Cc2ccccc2F)CC1)C1CCCC1	1.6%[50 µM]	·	·	i	68	·	1.5%	·	·	-0.4%
O=C(c1cccs1)N1CCCC(N2CCN(c3ccc(F)cc3)CC2)C1 (stereo not drawn)	0.0%	·	·	i	6	·	0.2%	·	·	-0.4%
CCOc1ccc(NC(=O)Nc2nc3ccc(S(C)(=O)=O)cc3s2)cc1	1.8%[50 µM]	·	·	i	55	·	3.4%	·	·	2.0%
Cc1ccc(N2C(=O)N(CC(=O)N3CCCc4ccccc43)C(=O)C2C)cc1 (stereo not drawn)	-1.4%	2%	-8%	i	24	2%	0.1%	1	6%	0.1%
CC(C)NC(=O)C1CCN(C2CCN(C(=O)C3=CCCC3)CC2)CC1	1.0%	-6%	3%	i	47	-2%	1.6%	1.1	13%	0.2%
COC(=O)Nc1sc2c(c1C(=O)NCc1ccco1)CCCC2	5.3%	3%	-22%	i	19	9%	·	1	-10%	-0.4%
Cc1ccc(NC(=S)N(C)C)cc1C	·	8%	·	i	27	3%	1.5%	·	·	0.7%
O=[N+]([O-])c1ccc(Cl)c(/C=N/NC(=S)Nc2ccccc2)c1	5.8%	-7%	0%	i	60	4%	-0.6%	1	66%*	0.0%
Cn1c(=O)c(C(=O)NCCc2ccc(Cl)cc2)c(O)c2ccccc21	0.1%	·	·	i	47	·	2.7%	·	·	0.8%
CN(C)c1ccnc(NCc2ccccc2)c1C#N	0.1%	12%	1%	i	29	5%	-2.3%	1.1	-8%	0.5%
COc1ccc(CN2CCC(C(=O)c3ccc(Cl)cc3)CC2)cc1	-1.1%	·	·	i	10	·	0.9%	·	·	-1.6%
CC(=O)c1cn(-c2ccc(Cl)cc2)c(=O)[nH]c1=O	0.1%	·	·	i	32	·	0.9%	·	·	-0.2%
O=C(CN1CCCCCCC1)N/N=C/c1ccc(F)c(F)c1	1.8%	29%	5%	i	38	4%	0.9%	1	-14%	0.0%
Cc1oc(-c2ccc(Cl)cc2)nc1CN1CCCC(C(=O)NCCCN2CCOCC2)C1 (stereo not drawn)	0.0%	16%	1%	i	24	6%	-0.8%	1.1	4%	·
CCOC(=O)c1ccc(NC(=O)Cn2nnc(-c3ccc(C)cc3)n2)cc1	5.9%	6%	0%	i	43	3%	0.6%	1.3	-4%	-0.5%
CSc1nc(SCCN(C)C)c2c3c(sc2n1)COC(C)(C)C3	-1.6%	13%	·	i	28	3%	-0.6%	·	·	-0.2%
Cc1nc(Nc2nc3ccccc3o2)nc2c1CCC2	0.6%	8%	9%	i	34	22%	3.8%	2.6	8%	-1.5%
CCOc1cc(/C=N\NC(=O)C2C(=O)NCC2c2ccccc2)ccc1OC (stereo not drawn)	-0.2%	16%	17%	i	7	13%	3.4%	1	10%	-0.9%
C/C(=N\NC(=O)c1nnn(-c2nonc2N)c1-c1cccs1)c1ccc(O)cc1	-0.3%	·	·	i	22	·	3.5%	·	·	0.2%
CCOP(=O)(OCC)C(NC(=O)NS(=O)(=O)c1ccc(C)cc1)c1ccccc1 (stereo not drawn)	0.4%	·	·	i	35	·	-0.6%	·	·	0.2%
SMILES	K1F lysis inhibition	P. falciparum M17LAP	human PMI inhibitors	T cell modulator	T cell modulator vesicle-bound %	P. falciparum M1AAP	RSV antiviral HEp-2	TNAP activation fold	human PMI inhibition	West Nile antiviral
Cc1ccc2nsnc2c1S(=O)(=O)NCCc1c(C)[nH]c2ccc(F)cc12	2.3%	5%	3%	i	43	6%	0.5%	1.1	7%	-0.3%
CCCCN(CC)CCCNC(=O)Cn1nc(Cc2ccncc2)c2ccccc2c1=O	1.7%	8%	-4%	i	39	14%	-0.3%	1	-1%	0.1%
Cc1ccc2c(c1)/C(=N/OC(=O)c1ccc(F)cc1)CCS2	-0.1%	5%	6%	i	24	-4%	0.3%	1.1	11%	0.2%
CCN(CC)C(=S)SCC(=O)Nc1ncc2c(n1)CC(C)(C)CC2=O	·	10%	·	i	50	3%	·	·	·	0.3%
COC(=O)/C=C/c1ccc2c(c1)S(=O)(=O)N(c1cccc(OC)c1)[C@H]2CC(=O)OC	-0.6%	·	·	i	53	·	0.7%	·	·	-0.3%
COc1ccc(C(=O)CSc2n[nH]c(-c3ccco3)n2)cc1	-0.2%	36%	18%	i	13	11%	2.6%	1	3%	-0.4%
CSC1=N/C(=C\c2ccc(C)s2)C(=O)S1	0.3%	8%	4%	i	13	1%	0.4%	1	7%	0.1%
S=C(Nc1ccccc1)NC1CCN(Cc2ccccc2)CC1	-1.4%	·	-9%	i	1	·	-2.5%	1	-8%	-0.8%
CC1CCCCC1NC(=O)CN(C)S(=O)(=O)c1ccc2c(c1)CCC(=O)N2 (stereo not drawn)	3.8%	·	·	i	44	·	1.0%	·	·	-0.2%
O=S(=O)(Nc1ccc(S(=O)(=O)Nc2ncccn2)cc1)c1ccc(Cl)cc1	0.3%	·	·	i	38	·	1.1%	·	·	-0.1%
CCOC(=O)N1C(=O)C2(CCCCC2)N(c2ccccc2Cl)C1=S	0.3%	11%	-5%	i	35	8%	3.6%	0.9	-1%	-0.8%
COc1ccccc1CNC(=O)COC(=O)Cn1cnc2ccccc21	0.5%	6%	-5%	i	17	0%	1.6%	1.1	-10%	0.1%
COC(=O)c1ccccc1N=C(SC)N(C)C	0.2%	-10%	-81%	i	7	10%	0.0%	1.1	-45%	0.3%
Cc1cccc(C)c1NC(=O)CN(C)CC(=O)Nc1ccc(F)c(Cl)c1	-0.1%	-5%	-5%	i	36	0%	0.6%	1.1	-4%	-1.2%
CC(Oc1ccc(-c2ccccc2)cc1)C(=O)N1CCOCC1 (stereo not drawn)	0.4%	12%	-1%	i	43	-4%	2.5%	1.1	3%	-0.2%
CCc1ccc(NC(=O)CN(c2cccc(C)c2)S(C)(=O)=O)cc1	-1.0%	9%	14%	i	62	0%	3.1%	1.2	13%	-1.3%
CCN(C(=O)CSc1nc(-c2ccccc2)c(-c2ccccc2)[nH]1)C1CCS(=O)(=O)C1 (stereo not drawn)	-0.6%	5%	-9%	i	22	-12%	-0.3%	1	0%	-0.2%
Nc1nc(NCC2CCCO2)nc(NCC2CCCO2)c1[N+](=O)[O-] (stereo not drawn)	1.1%[50 µM]	36%	-5%	i	46	14%	1.6%	1.2	7%	2.4%
N#Cc1c(C(F)(F)F)cc(-c2ccccc2)nc1SCC(=O)N1CCOCC1	0.0%	-11%	-6%	i	38	4%	0.7%	1.1	-2%	0.3%
COC(=O)c1ccc(C23CC4(C2)[C@H](CN(C)[C@@H]4c2ccccc2)C3c2ccc(C(F)(F)F)cc2)cc1 (stereo partly drawn)	2.8%	-3%	·	i	12	5%	9.9%	·	·	-0.7%
COc1ccc(CNC(=O)C(=O)NCC2OCCN2S(=O)(=O)c2cccs2)cc1 (stereo not drawn)	-0.8%	10%	-4%	i	31	-3%	1.3%	1	-2%	-0.2%
Cn1c(SCC(=O)Nc2ccccc2C(F)(F)F)nc2c(c1=O)SCC2	-0.4%[50 µM]	·	·	i	13	·	4.6%	·	·	-1.1%
CCOC(=O)C(Cc1c[nH]c2ccccc12)NC(=O)c1ccccc1Br (stereo not drawn)	0.1%	·	·	i	60	·	1.4%	·	·	-1.5%
Cn1c(=O)c2c(ncn2CC(O)CNc2ccc(F)cc2)n(C)c1=O (stereo not drawn)	0.9%	4%	·	i	29	2%	1.5%	·	·	0.1%
C/C(=C\c1ccccc1F)C(=O)c1c(C)cc(C)[nH]c1=O	0.1%	·	·	i	13	·	0.6%	·	·	-0.5%
O=C1CCCc2c1cc(C(=O)NCCCN1CCOCC1)c(=O)n2-c1ccc(Cl)cc1	3.1%	2%	9%	i	36	4%	1.3%	1.1	10%	-0.4%
Cc1nc(C)c(C(=O)N(c2ccccc2F)C(C(=O)NCC2CCCO2)c2ccccc2)s1 (stereo not drawn)	0.0%	·	·	i	10	·	-0.8%	·	·	-0.7%
O=S(=O)(c1ccc(NCc2ccc(F)cc2)nc1)N1CCCC1	-3.0%	5%	14%	i	21	0%	6.1%	1	8%	-0.1%

Compound activity from PubChem BioAssay.
